TRPC4 inh – blocks the mouse TRPC4 cation channel; Q9QUQ5; HEK293 TRPC4beta/mu-opioid, DAMGO-evoked Fluo4 calcium flux; hits give low values; B-score at 10 µM; 300,000 compounds, 0.39% hits;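 active means B-score over 3 SD under the library average, no early fluorescence shift, positive overall ratio signal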
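Assay system: HEK293 cells with stable TRPC4beta plus mu-opioid receptor expression. Dosing: single dose. Measured by: Fluo4 Ca2+ flux fluorescence. Also added: DAMGO in two steps, submaximal then maximal. Read-out: B score from integrated Fluo4 fluorescence ratio.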
TRPC4 agonist – opens the mouse TRPC4 cation channel. Q9QUQ5. HEK293 TRPC4beta/mu-opioid, Fluo4 calcium fluorescence; hits give high values. B-score at 10 µM. 310,000 compounds, 0.49% hits. AID 2237;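 active means B-score above 5 SD of library B-scores, and initial fluorescence ratio not above library mean plus 5 SD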;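 further: positive B-score marks a calcium rise read as TRPC4 activation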
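system = HEK293 cells stably co-expressing mouse TRPC4beta and mu-opioid receptor | schedule = Fluo4 dye loading 45 min at room temperature, 110 s recording | measure = B-scored integrated calcium fluorescence ratio | signal = Fluo4 calcium-sensitive dye fluorescence, kinetic, 1 Hz baseline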
KLF5 inhibitor – suppresses KLF5 promoter-driven expression | inhibition, % at 5 µM | 290,000 compounds, 0.23% hits | DLD-1 KLF5 promoter-luciferase reporter, luminescence | AID 1700;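 active means inhibition above a per-plate limit of that plate's mean compound inhibition plus 3 SD, cut at about 60% in these data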;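 further: 0% = DMSO wells and 100% = LY294002 at 200 µM; higher means less KLF5 promoter-driven luciferase light; inactives centre near -14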
HIF activator – HIF pathway transcriptional activation. U2OS HRE-luciferase reporter, luminescence; normalized: DMSO 0%, desferrioxamine 100%. activation, % at 7.5 µM (by protocol). 300,000 compounds, 0.32% hits. AID 1910;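 active means mean activation of at least 10% of the iron chelator positive control signal, with at least half of replicates also reaching 10%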
MrgX1 antag – human MrgX1 receptor antagonism, primary screen. MRGX1-HEK293 calcium flux, Fluo-4, BAM8-22 antagonism; hits give low values. B-score at 10 µM. 310,000 compounds, 1.3% hits;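 active means calcium-response B-score plate-corrected more than 3 library SD below zero, starting fluorescence within 5 deviations, no agonist response on first addition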;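 further: peak minus trough fluorescence over baseline after final BAM8-22 challenge near maximal dose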
Target sequence (Q96LB2 whole entry, looked up): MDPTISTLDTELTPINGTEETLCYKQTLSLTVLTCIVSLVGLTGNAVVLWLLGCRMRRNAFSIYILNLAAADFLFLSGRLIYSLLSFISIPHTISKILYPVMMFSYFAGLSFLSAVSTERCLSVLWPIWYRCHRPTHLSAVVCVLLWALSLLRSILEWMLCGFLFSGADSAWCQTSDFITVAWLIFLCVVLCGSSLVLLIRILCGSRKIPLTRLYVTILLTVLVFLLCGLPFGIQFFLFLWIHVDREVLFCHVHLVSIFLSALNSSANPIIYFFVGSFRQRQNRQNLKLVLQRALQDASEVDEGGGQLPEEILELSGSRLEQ
SKKanGAS inh – SKKanGAS growth inhibition; 300,000 compounds, 1.3% hits; inhibition, % at 7.5 µM; S. pyogenes SKKanGAS, kanamycin growth, BacTiter-Glo, 6 h;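 active means mean replicate score, as percent of positive control median, at least 50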;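 further: strain carries kanamycin resistance gene driven by streptokinase promoter and grows in 40 µg/ml kanamycin; loss of luminescence reflects streptokinase promoter inhibition or plain growth inhibition; 0% = median of DMSO wells and 100% = positive control at its reference dose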
IEC-6 cytotox – counter-screen for KLF5 inhibitors: cytotoxicity in IEC-6 cells; IEC-6 cytotoxicity, luminescence viability; 290,000 compounds, 0.78% hits; AID 1825; inhibition, % at 5 µM; in the data active means inhibition above about 22%;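 further: 0% = plate median of test compound wells and 100% = cytotoxic reference compound wells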
TRPC6 inhibitor – inhibitors of mouse TRPC6 channel | HEK293-TRPC6, membrane potential dye, ACh-evoked depolarization; hits give low values | 310,000 compounds, 1.1% hits | B-score at 10 µM | AID 2553 | Q61143;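 active means B-score under library mean minus 3 SD, initial fluorescence not abnormally high, positive integrated signal ratio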;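 further: B-score derived from integrated fluorescence ratio over the kinetic read; more negative B-score means stronger inhibition of depolarization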
aSyn UTR inh – 5' untranslated region of α-synuclein, MLPCN primary screen | alpha-synuclein 5'UTR reporter, inhibitor activity | inhibition, % (tested at 7.5 µM) | 300,000 compounds, 0.82% hits; in the data active means inhibition above about 60%;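 further: H4 neuroglioblastoma cells stably carrying SNCA 5'UTR luciferase fusion; 0% = DMSO wells and 100% = positive control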
TRPC4 potent – allosteric potentiators of mouse TRPC4 channel; 310,000 compounds, 0.42% hits; HEK293 TRPC4beta/mu-opioid, DAMGO EC20, Fluo-4 Ca2+ flux; hits give high values; B-score at 10 µM; Q9QUQ5; AID 2227;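 active means B-score of calcium response area above 5 SD of library B-scores, with initial fluorescence ratio within 5 SD of library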;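 further: B-score of integrated fluorescence ratio over time as area under calcium response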
TRPC6 activator – activators of mouse TRPC6 channel | Q61143 | HEK293-TRPC6 membrane potential dye fluorescence; hits give high values | B-score at 10 µM | 310,000 compounds, 0.13% hits | AID 2550;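 active means B-score of the integrated fluorescence ratio above library mean plus 3 SD, and starting fluorescence ratio within library mean plus 5 SD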;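 further: higher score means more depolarization so channel activation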
The depositor's hits bear a star; i = inactive; x = no result given.

SMILES	TRPC4 inh	TRPC4 agonist	KLF5 inhibitor	HIF activator	MrgX1 antag	SKKanGAS inh	IEC-6 cytotox	TRPC6 inhibitor	aSyn UTR inh	TRPC4 potent	TRPC6 activator
COc1ccc(NCc2nnc(SCC(=O)c3ccc(C)cc3)o2)cc1	i	i	-30.8	0.8	i	0.9	-0.2	i	-29.3	i	i
Cc1nc(Oc2ccc(Cl)cc2)c2oc3ccccc3c2n1	i	i	-16.8	0.0	i	-0.2	-7.5	i	0.8	i	i
O=C(O)CCC(=O)Nc1ccc(-c2nnc(-c3ccco3)o2)cc1	i	i	-31.9	-0.1	i	2.9	0.2	i	0.3	i	i
COc1ccc(S(=O)(=O)N(Cc2ccccc2)c2ccccc2C(=O)Nc2ccccc2C(=O)NCc2ccco2)cc1	i	i	-23.7	-0.7	i	1.8	6.4	i	37.9	i	i
CCOC(=O)C1CCN(C(=O)CCNC(=O)Cn2cnc3ccccc3c2=O)CC1	i	i	-11.4	0.0	i	3.7	-11.4	i	-10.7	i	i
Cc1cc(NC(=O)CN(C)CCOc2ccccc2)ccc1Br	i	i	-10.3	0.0	i	-4.1	-10.1	i	24.1	i	i
O=C(c1ccco1)N1CCN(C2CC(=O)N(c3ccccc3)C2=O)CC1 (stereo not drawn)	i	i	5.7	-0.1	i	1.2	4.8	i	8.4	i	i
OC(COc1ccc2c(c1)OCO2)CN1CCCC1 (stereo not drawn)	i	i	-12.8	-1.2	i	-4.5	-7.5	i	-3.3	i	i
COCCN(C(=O)CCC(=O)Nc1ccccn1)C(C(=O)NCCC(C)C)c1ccc(OC)cc1 (stereo not drawn)	i	i	5.5	0.2	i	9.0	5.3	i	13.5	i	i
COc1ccc(-n2c(Cc3cccn3C)nnc2SCC(=O)Nc2cccc(OC)c2)cc1	i	i	-29.2	-0.3	i	0.4	-5.6	i	9.0	i	i
OC(C#CCN1CCCC1)c1ccccc1 (stereo not drawn)	i	i	-36.1	-0.1	i	-10.6	-7.5	i	8.4	i	i
Cc1cc(C)c2sc(N(CCCN(C)C)C(=O)c3ccc(S(=O)(=O)N4CCc5ccccc5C4)cc3)nc2c1	i	i	x	-3.4	-7.51*	9.8	x	i	30.0	i	i
O=C(NCCNC(=O)c1ccccc1Cl)c1ccco1	i	i	-20.2	-0.5	i	0.8	-1.1	i	0.6	i	i
Cn1nc(OC(=O)Nc2ccc(F)cc2)cc1C(F)(F)F	i	i	-29.0	-12.7	i	-2.9	-1.4	i	-49.1	i	i
COc1ccc(N2CCN(C(=O)CCSCc3ccccc3F)CC2)cc1	i	i	-30.5	0.4	i	2.9	2.0	i	-28.3	i	i
Cc1ccc(C(=O)NNC(=O)c2ccc(NC(=O)C(C)(C)C)cc2)cc1	i	i	3.4	-1.8	i	2.5	2.0	i	-20.2	i	i
O=C(NC1CCCCCC1)c1cccs1	i	i	-42.6	1.9	i	-2.7	2.1	i	-81.1	i	i
CCOC(=O)C(NC(C)=O)C(=O)O (stereo not drawn)	i	i	-7.0	-0.4	i	-0.5	3.1	i	4.2	i	i
COc1ccccc1Cn1c(=S)[nH]c2cc(C(=O)N3CCC(C(N)=O)CC3)ccc2c1=O	i	i	-10.1	0.0	i	2.5	4.3	i	17.6	i	i
COC(=O)C1CN(C(=O)C(C)Oc2ccccc2Cl)c2ccccc2O1 (stereo not drawn)	i	i	-17.8	-31.9	i	6.6	-0.9	i	19.6	i	i
C/C(=N\NC(=O)c1nc(C)cc(C)n1)c1ccccc1	i	i	-83.9	1.1	i	8.1	2.6	i	-136.7	i	i
COCCCn1cc(C(=O)c2cc(Br)ccc2O)cc(C#N)c1=O	i	i	9.5	0.1	i	-6.5	2.3	i	5.8	i	i
Cc1ccc(OC(C)C(=O)Nc2ccc(S(=O)(=O)Nc3cc(C)on3)cc2)cc1 (stereo not drawn)	i	i	-7.0	-0.5	i	8.0	0.8	i	8.6	i	i
CCOC(=O)C1=C(O)C(=O)N(Cc2cccnc2)C1c1ccc(C)cc1 (stereo not drawn)	i	i	-37.0	-0.1	i	0.1	-5.0	i	8.9	i	i
CCOc1ccc(NS(=O)(=O)c2ccc(NC(=O)c3ccccc3C(=O)O)cc2)cc1	i	i	x	-0.3	i	-2.1	x	i	-26.5	i	i
SMILES	TRPC4 inh	TRPC4 agonist	KLF5 inhibitor	HIF activator	MrgX1 antag	SKKanGAS inh	IEC-6 cytotox	TRPC6 inhibitor	aSyn UTR inh	TRPC4 potent	TRPC6 activator
N#CC1=C(N)SC(N)=C(C#N)C1CCc1ccccc1	i	i	-5.3	-0.2	-5.14*	11.2	9.0	i	-45.7	i	i
CCOC(=O)c1c(N2C(=O)C3C4C=CC(C4)C3C2=O)sc2c1CCC(C)C2 (stereo not drawn)	i	i	5.9	-0.3	i	0.7	-3.0	i	-9.4	i	i
OCCC1CN(Cc2nc(-c3ccccc3)cs2)CCN1C1CCCC1 (stereo not drawn)	i	i	-10.8	-0.3	i	2.0	3.1	i	-12.5	i	i
O=c1c2ccccc2ncn1CCCOc1ccccc1[N+](=O)[O-]	i	i	-117.0	3.8	i	-10.1	-7.9	i	-149.7	i	i
COc1ccc(NC(=O)CC2COc3ccccc3O2)c(OC)c1 (stereo not drawn)	i	i	2.7	-0.3	i	0.2	6.4	i	-31.8	i	i
CC(=O)Nc1ccc(C(=O)Nc2ccc(S(=O)(=O)N3CCCC3)cc2)cc1	i	i	-9.1	-0.4	i	-7.1	6.1	i	-39.4	i	i
CCOc1ccc(-c2ncncc2-c2ccccc2OC)c(O)c1	i	i	11.0	-0.6	i	0.8	2.3	i	-25.7	i	i
CC1CCCN(C(c2ccccc2)c2sc3ncnn3c2O)C1 (stereo not drawn)	i	i	-15.4	-0.1	i	2.6	-3.9	i	-0.2	i	i
CC(C)(CN1CCCC1)NC(=O)C1CCC(=O)N(CCCN2CCOCC2)C1 (stereo not drawn)	i	i	-28.7	-0.2	i	3.4	1.7	i	-1.7	i	i
O=C(CCCOc1ccc(Cl)cc1Cl)NNC(=O)c1ccc(NC(=O)c2ccccc2)cc1	i	i	-27.4	-0.3	i	-3.5	-3.9	i	20.2	i	i
O=C(CSCCO)N1CCc2ccccc21	i	i	1.6	-0.4	i	-7.4	0.9	i	8.2	i	i
COc1cccc(C(=O)CSc2nnc(CNS(C)(=O)=O)n2-c2ccc(C)cc2)c1	i	i	-36.2	0.2	x	1.0	2.6	i	6.2	i	i
CC1=Nc2cc([N+](=O)[O-])ccc2NC(C)(C)C1	i	i	-15.4	1.1	i	-16.5	-8.2	i	-1.2	i	i
COc1cccc(C(=O)Nc2ccncc2)c1	i	i	-6.0	0.8	i	-9.6	-0.3	i	-10.8	i	i
COc1ccc(NC(=O)CN(C)C(=O)CCc2nc3cc(S(=O)(=O)N4CCOCC4)ccc3n2C)cc1	i	i	x	-0.9	i	-2.0	x	i	-6.2	i	i
COc1ccc2nc(-c3ccccc3)cc(OC)c2c1	i	i	-20.5	2.4	i	-15.8	21.0	i	-106.5	i	i
O=C(O)c1cccc(COc2ccccc2Cl)c1	i	i	x	-3.7	i	4.8	x	i	103.3*	i	i
CCC(C)NC(=O)C1(C)CCC(=O)N1CCc1ccc(OC)c(OC)c1 (stereo not drawn)	i	i	-7.5	-0.1	i	-3.2	-0.3	i	1.9	i	i
CCn1c(COc2ccc(OC)cc2)nnc1SCC(=O)Nc1cc(OC)ccc1OC	i	i	-17.4	-0.2	i	-5.2	-5.4	i	19.4	i	i
O=c1oc(-c2ccco2)nc2sc3c(c12)CCCC3	i	i	5.9	-0.1	i	16.6	4.1	i	-54.5	i	i
CCCCNC(=O)CC1N=C2c3ccccc3N=C(SCC(=O)Nc3ccccc3OC)N2C1=O (stereo not drawn)	i	i	-9.2	-0.1	i	7.1	-10.8	i	-7.5	i	i
Cc1cc(-c2ccco2)n(CC(=O)O)n1	i	i	3.4	0.0	i	-5.5	-8.6	i	14.2	i	i
Nc1ncn(CC(=O)c2ccccc2)n1	i	i	-29.0	-0.3	i	-8.6	1.5	i	6.7	i	i
c1ccc(CN2CCN(Cc3cn4cccnc4n3)CC2)cc1	i	i	-9.1	-0.1	i	2.4	-2.2	i	10.1	i	i
C=CCNc1ncnc2ccccc12	i	i	-3.0	0.6	i	4.3	-1.6	i	-10.4	i	i
SMILES	TRPC4 inh	TRPC4 agonist	KLF5 inhibitor	HIF activator	MrgX1 antag	SKKanGAS inh	IEC-6 cytotox	TRPC6 inhibitor	aSyn UTR inh	TRPC4 potent	TRPC6 activator
CCN(c1cccc(C)c1)S(=O)(=O)c1ccc(-n2cccn2)cc1	i	i	-26.0	-0.4	i	-2.0	-8.4	i	11.9	i	i
COc1ccc(C)cc1NC(=O)C(OC(=O)CNC(=O)c1cccc(F)c1)c1ccccc1 (stereo not drawn)	i	i	12.6	0.1	i	5.5	-1.8	i	14.8	i	i
O=C(Nc1ccc(N2CCCCC2)cc1)c1ccc2ccccc2n1	i	i	-7.9	3.2	i	-30.6	3.8	i	-173.5	i	i
COc1ccccc1/C=C/C=N/n1c(-c2ccc(Cl)cc2Cl)n[nH]c1=S	i	i	21.4	-0.1	i	11.2	-5.4	i	11.8	i	i
COc1cc([N+](=O)[O-])ccc1NC(=O)NCc1ccccn1	i	i	-6.8	-0.1	i	-3.6	6.2	i	-18.5	i	i
COc1ccc(N(C2=NCCCS2)S(=O)(=O)c2ccc(C(C)(C)C)cc2)cc1	i	i	-12.3	-0.5	i	-4.4	-2.4	i	3.7	i	i
CC(=O)C1=C(C)NC(=O)NC1c1cccs1 (stereo not drawn)	i	i	-31.1	2.9	i	0.6	-2.0	i	1.6	i	i
CCN(CC1CCCO1)C(=O)CCc1nnc(Cc2ccc3c(c2)OCO3)o1 (stereo not drawn)	i	i	-18.1	0.0	i	4.9	2.5	i	-10.5	i	i
COc1cc(C=O)ccc1OCC(=O)N1CCOCC1	i	i	-13.8	0.8	i	0.0	0.8	i	-0.6	i	i
Cc1ccc(NS(=O)(=O)c2cccc(C(=O)NCC(c3ccco3)N3CCCCC3)c2)cc1 (stereo not drawn)	i	i	20.3	-0.2	i	-1.1	6.6	i	3.3	i	i
Cc1ccc2nc(NC(=O)c3ccco3)sc2c1	i	i	59.0	-3.3	i	-3.7	1.8	i	85.2*	i	i
Cc1ccc(N(C(C)C(=O)N2CCOCC2)S(C)(=O)=O)cc1C (stereo not drawn)	i	i	-11.3	0.0	i	-3.9	-2.2	i	-22.6	i	i
O=C1CCCCN1CC(=O)N1CCCC(Nc2ccc(F)cc2)C1 (stereo not drawn)	i	i	-20.2	0.0	i	-1.9	-8.7	i	11.7	i	i
COc1ccc(NC(=O)c2ccc(CN3CCc4ccccc4C3)cc2)c(OC)c1	i	i	-26.2	1.3	i	-1.1	-3.3	i	4.3	i	i
Cn1c(=O)[nH]c2ccc([N+](=O)[O-])nc21	i	i	-27.4	0.8	i	-0.4	1.9	i	12.6	i	i

Compound activity deposited in PubChem by several laboratories.

An unsorted share of the library; overall some 5.8% were active at least once.
